High-throughput results from PubChem BioAssay.
CHRM4 agonist: human M4 muscarinic receptor agonists, primary screen, CHO-K1 cells, Fluo-8 calcium fluorescence; actives 0.14% (n = 360,000); activation, % at 3 µM; CHO-K1 hM4/Gqi5; vehicle 0%, full acetylcholine response 100%; Muscarinic acetylcholine receptor M4 (Homo sapiens), P08173;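 active = activation above the run mean over all test wells plus 3 SD, cut at about 32% in these data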;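 note: peak over basal fluorescence ratio per well then scaled between controls; 0% = DMSO wells and 100% = acetylcholine at EC100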
Target sequence (P08173 whole entry, looked up): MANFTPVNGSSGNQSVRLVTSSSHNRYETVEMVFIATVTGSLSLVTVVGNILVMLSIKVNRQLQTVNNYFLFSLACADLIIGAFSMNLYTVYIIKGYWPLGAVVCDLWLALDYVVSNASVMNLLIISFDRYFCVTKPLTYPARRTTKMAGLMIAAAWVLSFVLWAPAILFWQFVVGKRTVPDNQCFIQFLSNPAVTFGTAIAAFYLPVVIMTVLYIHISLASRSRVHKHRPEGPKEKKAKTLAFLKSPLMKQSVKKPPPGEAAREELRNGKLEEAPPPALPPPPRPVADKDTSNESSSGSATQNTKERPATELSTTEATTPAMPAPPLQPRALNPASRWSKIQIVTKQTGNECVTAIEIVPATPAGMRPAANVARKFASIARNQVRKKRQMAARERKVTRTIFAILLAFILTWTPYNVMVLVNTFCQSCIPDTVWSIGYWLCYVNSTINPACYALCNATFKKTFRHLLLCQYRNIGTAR
M5 PAM: human M5 muscarinic receptor positive allosteric modulators, primary screen, CHO-K1 cells, Fluo-8 calcium fluorescence; CHO-K1 hM5, ACh EC20 PAM; 0% = ACh EC20, 100% = ACh EC100; activation, % at 3 µM; actives 0.3% (n = 360,000); AID 624038, 2012;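 active = activation above the run cutoff, the mean activation of all test compounds plus 3 SD, cut at about 18% in these data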
Target sequence (P08912 whole entry, looked up): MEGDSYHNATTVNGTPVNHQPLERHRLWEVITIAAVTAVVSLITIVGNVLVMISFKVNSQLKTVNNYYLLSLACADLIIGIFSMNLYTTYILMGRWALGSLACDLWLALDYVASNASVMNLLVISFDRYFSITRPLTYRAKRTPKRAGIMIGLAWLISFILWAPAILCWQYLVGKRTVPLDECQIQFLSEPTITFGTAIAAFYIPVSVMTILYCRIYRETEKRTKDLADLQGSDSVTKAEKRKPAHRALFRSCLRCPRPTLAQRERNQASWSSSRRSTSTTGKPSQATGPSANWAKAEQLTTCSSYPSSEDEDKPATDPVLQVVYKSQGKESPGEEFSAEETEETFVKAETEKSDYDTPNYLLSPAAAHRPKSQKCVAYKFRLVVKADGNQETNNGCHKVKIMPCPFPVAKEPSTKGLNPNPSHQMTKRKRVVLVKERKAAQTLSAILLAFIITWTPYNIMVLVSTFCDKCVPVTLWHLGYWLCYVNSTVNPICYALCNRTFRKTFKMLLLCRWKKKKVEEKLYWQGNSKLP
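System: CHO-K1 hM5 cells. Reagent: acetylcholine, EC20 level. Compound dosing: single dose, 3 µM nominal final test concentration. Timing: Post-acetylcholine fluorescence recording 140 s. Detection: Fluo-8 calcium fluorescence. Read-out: % activation, ACh-normalized. Benchmarks: ACh EC20 and EC100 wells. Repeats: singlicate, one well per test compound.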
CHRM4 PAM: human M4 muscarinic receptor positive allosteric modulators, primary screen, CHO-K1 cells, Fluo-8 calcium fluorescence; Muscarinic acetylcholine receptor M4 (Homo sapiens), P08173; CHO-K1 hM4/Gqi5, ACh EC20; 0% = ACh EC20, 100% = maximal ACh; activation, % at 3 µM; actives 0.4% (n = 360,000); AID 624126, 2012;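 active = activation above its plate's cutoff, the mean activation of sample wells plus 3 SD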; note: some results filed as inactive read as strong as hits
M4 antag: human M4 muscarinic receptor antagonists, primary screen, CHO cells, Fluo-8 calcium fluorescence; AID 624125, 2012; CHO-hM4 cells, ACh EC80; inhibition, % at 3 µM; Muscarinic acetylcholine receptor M4 (Homo sapiens), P08173; actives 0.73% (n = 360,000);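 active = inhibition above its plate's cutoff, the mean inhibition of sample wells plus 3 SD, cut at about 27% in these data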;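 note: 0% = acetylcholine EC80 with DMSO and 100% = DMSO without agonist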
IDE cell inh: human IDE inhibitors in live cells, primary screen, fluorescence polarization, HEK cells, FAbetaB substrate. Insulin-degrading enzyme (Homo sapiens), P14735. FAbetaB cleavage. inhibition, % at 5.59 µM. actives 0.41% (n = 320,000). AID 434962, 2010;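 active = percent inhibition above the average of all tested compounds plus 3 SD, set per screening campaign, cut at about 16% in these data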;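 note: IDE supplied by intact live HEK cells; FP after avidin binding of uncleaved biotin substrate so inhibition keeps polarization high; 0% = DMSO wells and 100% = 60 µM reference IDE inhibitor Ii1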
CRFBP-R2 agonist: agonists of CRF-BP/CRF-R2 complex, primary screen, cell-based, HEK293, calcium dye fluorescence, uHTS; calcium dye fluorescence (FLIPR); percent of saturating CRF peptide response; actives 0.46% (n = 350,000); AID 588473, 2011; activation, % at 13.2 µM; CRF-binding protein / CRF receptor 2 complex (human);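 active = activation of at least 50%, plus an integration ratio under a set limit after plate pattern correction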;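 note: plate controls were neutral control wells without compound for no effect and CRF at EC100 for full effect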
CRFR2-BP antag: antagonists of CRF-BP/CRF-R2 complex, primary screen, cell-based, HEK293, calcium dye fluorescence, uHTS; actives 0.59% (n = 350,000); AID 588475, 2011; CRF-induced calcium fluorescence; inhibition, % at 11.8 µM;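 active = inhibition of the ligand-induced calcium signal above about 50% at the single tested concentration, limit read from the data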
CHRM5 antagonist: human M5 muscarinic receptor antagonists, primary screen, CHO cells, Fluo-8 calcium fluorescence; Muscarinic acetylcholine receptor M5 (Homo sapiens), P08912; CHO-hM5 cells, ACh EC80; inhibition, % at 3 µM; actives 0.59% (n = 360,000); AID 624040, 2012;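 active = inhibition above a per-plate cutoff, the mean of that plate's test compounds plus 3 SD, cut at about 27% in these data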;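 note: 0% = acetylcholine EC80 with DMSO and 100% = DMSO without agonist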
CHRM5 agonist: human M5 muscarinic receptor agonists, primary screen, CHO-K1 cells, Fluo-8 calcium fluorescence; Muscarinic acetylcholine receptor M5 (Homo sapiens), P08912; CHO-K1 hM5 cells; 0% DMSO wells, 100% maximal acetylcholine response; activation, % at 3 µM; actives 0.19% (n = 360,000); AID 624037, 2012;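 active = activation above the run's mean over test compounds plus 3 SD, cut at about 23% in these data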;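 note: signal is peak over basal fluorescence ratio across the kinetic read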
An asterisk follows results filed as active; . = no result given. The order is random. About 2.9% of those tested had a hit in this group.

SMILES	CHRM4 agonist	M5 PAM	CHRM4 PAM	M4 antag	IDE cell inh	CRFBP-R2 agonist	CRFR2-BP antag	CHRM5 antagonist	CHRM5 agonist
CC(C)(CNC(=O)c1ccc(NS(=O)(=O)c2ccc(F)cc2)cc1)N1CCOCC1	0	-6	3	0	.	0.2	4	12	-2
CCCS(=O)(=O)NC(=O)C1(C)CCCN(C(=O)c2ccccc2OC)C1 (stereo not given)	0	8	7	-10	.	.	.	-5	1
O=C(Oc1ccc2ccc(O)cc2c1)C1CCCCC1	2	-5	2	-4	-2	0.3	-13	6	0
Cc1ccc(C)c(N2CCN(S(=O)(=O)c3c(C)noc3/C=C/N(C)C)CC2)c1	1	-7	5	0	-2	0.3	-3	4	-2
CC(Sc1ccccc1)C(=O)NCC(c1ccco1)N1CCCCC1 (stereo not given)	0	-11	1	-12	-4	-0.6	0	11	-10
CCOCCCn1c(=NC(=O)c2ccco2)c(C(=O)OCC)cc2c(=O)n3cccc(C)c3nc21	4	12	0	-8	-3	-5.2	15	-2	4
CC(C)C[C@H]1CN=C(Nc2ccccc2)N1CC(C)C	0	-2	1	5	11	-1.1	-9	10	0
Cc1ccc(NC(=O)c2ccc(Br)o2)cc1S(=O)(=O)N(C)C	6	-12	-11	4	-4	-2.2	-9	7	0
c1ccc(Cn2nnc3c(NCc4ccc5c(c4)OCO5)ncnc32)cc1	0	-2	3	8	-1	-0.1	1	8	2
C=CCn1c(SCC#N)nc2ccccc2c1=O	0	1	6	-2	-1	-1.4	7	0	-6
O=C(Nc1ccccc1C(=O)N1CCCCC1)c1cccs1	1	3	3	-1	-6	0.8	2	0	-2
Cc1c([N+](=O)[O-])c(C(=O)NC2CCCCC2)nn1C	2	-9	2	2	-2	6.0	11	21	-6
O=C(NCc1ccncc1)c1ccc(-c2ccc(F)c(F)c2)c2ccoc12	11	-10	-1	0	.	.	.	12	3
Cc1cccc(NC(NC(=O)c2cccnc2)C(Cl)(Cl)Cl)c1 (stereo not given)	1	-2	8	5	5	-0.2	9	1	0
Cn1c(Cn2c(=O)sc3ccccc32)nnc1SCc1ccccc1	0	2	4	-5	3	-1.3	-5	-2	1
CSc1ccc(/C=N/NC(=O)c2cccc(Cl)c2)cc1	2	2	-1	1	1	-0.1	-5	-3	-3
O=C(Nc1ccc(-c2nnc(-c3ccco3)o2)cc1)C(c1ccccc1)c1ccccc1	1	-4	4	0	1	2.0	-7	-2	-1
O=c1c(Oc2ccccc2)coc2cc(O)cc(O)c12	2	-3	4	-6	3	-1.1	10	0	3
Cc1cnc(NC(=O)NCC2CCCC(CNC(=O)Nc3ncc(C)s3)C2)s1 (stereo not given)	20	27*	48*	9	-2	-1.4	-16	17	2
CC1CCC2(CC1)NC(=O)N(CC(=O)c1cn(CCC#N)c3ccccc13)C2=O (stereo not given)	1	-1	7	3	1	5.2	-19	14	-2
Cc1ccc(C(=O)N(CC(=O)NC2CCCC2)c2ccccc2F)s1	2	1	-1	-10	.	0.9	-3	-7	1
CN(C)S(=O)(=O)c1ccc(N2CCCC2)c(C(=O)N2CCN(S(=O)(=O)c3cccc(F)c3)CC2)c1	5	-4	8	-11	3	1.8	-1	0	-2
N#Cc1c(NC(=O)CSC2=NCCS2)sc2c1CCCC2	0	1	1	14	6	-0.7	2	3	0
COc1cccc(CNC(=O)C2CCC(CNc3c(N4CCC(C)CC4)c(=O)c3=O)CC2)c1 (stereo not given)	0	-2	-5	-6	2	-0.2	2	10	-2
Cc1ccc(NC(=O)CSc2sc3c(O)cc(=O)[nH]c3c2C#N)c(F)c1	1	-3	-6	2	3	-1.2	8	11	-2
Cc1ccc(S(=O)(=O)N2CCCCC2)cc1NC(=O)COC(=O)C1CC1	2	-2	4	-10	.	-1.1	9	1	1
O=C(CNC(=S)N(Cc1ccccc1)Cc1cccnc1)NC1CC1	1	-4	3	-8	2	0.3	8	0	1
Cc1ccccc1NC(=O)c1cc(N)ccc1N1CCCCC1	1	-1	8	-8	1	0.0	4	2	1
CC(=O)N1CCc2cc(S(=O)(=O)NC(Cc3ccccc3)C(=O)NCCN3CCCCC3C)ccc21 (stereo not given)	0	5	-5	-2	3	-3.4	10	1	-4
COc1ccccc1-c1cc(C(=O)N2CCN(c3ccccc3OC)CC2)no1	-1	2	5	-8	-5	-1.6	0	-4	-2

3 structures out of the list, arranged by molar mass, rising:
SMILES	CHRM4 agonist	M5 PAM	CHRM4 PAM	M4 antag	IDE cell inh	CRFBP-R2 agonist	CRFR2-BP antag	CHRM5 antagonist	CHRM5 agonist
CSc1ccc(/C=N/NC(=O)c2cccc(Cl)c2)cc1	2	2	-1	1	1	-0.1	-5	-3	-3
Cc1ccc(C(=O)N(CC(=O)NC2CCCC2)c2ccccc2F)s1	2	1	-1	-10	.	0.9	-3	-7	1
O=C(Nc1ccc(-c2nnc(-c3ccco3)o2)cc1)C(c1ccccc1)c1ccccc1	1	-4	4	0	1	2.0	-7	-2	-1

(further entries)
SMILES	CHRM4 agonist	M5 PAM	CHRM4 PAM	M4 antag	IDE cell inh	CRFBP-R2 agonist	CRFR2-BP antag	CHRM5 antagonist	CHRM5 agonist
CC1=NC(=O)C(N=Nc2cccc(C(=O)O)c2)N1c1ccccc1 (stereo not given)	0	5	11	-15	3	-2.3	7	-3	1
Cc1ccccc1SCC(=O)OCC(=O)NCc1ccccc1	1	1	0	2	-2	1.0	1	4	-3
O=C(O)C(c1ccccc1)C(O)C1CCCC1 (stereo not given)	0	1	4	-2	.	-0.1	-5	20	0
C/C(CC(=O)Nc1ccccn1)=N\NC(=O)C(=O)Nc1cccc(C)c1	2	-3	-3	11	3	3.2	-24	6	3
CCOC(=O)C(Cc1ccccc1)NC(=O)CCc1nnc2ccc(N3CCCC3)nn12 (stereo not given)	4	4	-1	-5	3	-0.4	58*	-8	-4
Cc1ccc(-c2cc(C(=O)Nc3ccc(S(=O)(=O)Nc4ncccn4)cc3)c3ccccc3n2)cc1	0	4	20	-6	2	4.2	1	-12	-2
COc1ccc([C@@H]2C[C@H]3CN(c4ccccc4)C(=O)[C@]34CCCN24)c(OC)c1OC	0	0	-8	-11	22*	1.9	-10	12	-12
CCOc1ccccc1CNCCO	1	2	7	6	1	-0.2	-13	-5	1
O=C(NCc1ccccc1)c1onc(CSc2ccc(F)cc2)c1C(=O)NCCCN1CCOCC1	7	-7	0	5	-1	-1.9	0	9	-9
Cc1cc(C)c(C)c(S(=O)(=O)Nc2ccc3cn[nH]c3c2)c1C	8	-15	0	7	-2	-0.6	4	12	2
Cc1ccc(OCc2ccc(C(=O)Nc3c(C)nn(Cc4c(F)c(F)c(F)c(F)c4F)c3C)o2)c([N+](=O)[O-])c1	11	-17	-8	8	0	1.8	31	9	1
Cc1ccc(CS(=O)(=O)Cc2ccc(C(=O)NC3CC3)o2)cc1	6	-6	-2	-4	2	-1.3	3	12	5
CCOc1cc(C(=S)N2CCOCC2)ccc1OC	1	-2	-7	-1	-1	-0.5	-2	6	3
COc1ccc(OC)c(NC(=O)CC2C(=O)NCCN2C(=O)Nc2cccc(Cl)c2)c1 (stereo not given)	3	-8	-4	17	4	-1.8	1	3	-1
COc1ccccc1S(=O)(=O)N1CCN(S(=O)(=O)c2ccccc2C#N)CC1	2	5	11	-28	2	1.5	2	0	-2
Cc1ccc(S(=O)(=O)NC(Cc2ccccc2)C(=O)O)cc1 (stereo not given)	1	7	-6	-1	3	-1.6	3	0	-3
Cc1ccc(C(=O)C(OC(=O)CCC(=O)Nc2cccc(C)c2)c2ccccc2)cc1 (stereo not given)	0	2	5	-4	0	-1.5	-4	-1	-6
Cc1ccc(NC(=O)c2nc[nH]c2C(=O)N2CCCCC2)c(C(=O)c2ccccc2)c1	1	0	2	-11	3	-3.1	6	12	0
COC(=O)c1nnn(CC(=O)NC(=O)Nc2ccc(F)cc2)c1C(=O)OC	2	-4	0	2	-2	-1.0	15	6	-1
O=C(O)c1ccc(C=NNC(=O)c2cccc3ccccc23)cc1	0	2	2	0	.	-3.0	9	0	1
Cc1ccc(OCn2c(=O)sc3ccccc32)cc1	-2	-6	-10	-2	7	-1.7	55*	-6	-10
CCCn1c(N)c(N(CCOC)C(=O)c2cc3c(s2)CCC(CC)C3)c(=O)[nH]c1=O (stereo not given)	1	-11	-2	7	-2	0.3	-11	19	-1
Cc1cccc(NC(=S)NC(=O)c2cccs2)n1	0	-1	3	2	0	-0.3	-7	-1	-2
Cc1ccc(NC(=O)COC(=O)c2cccc3c2C(=O)c2ccccc2C3=O)c(C)c1	2	2	7	3	-4	0.8	0	-6	1
CC(C)CCn1c(N2CCN(c3cccc(Cl)c3)CC2)nc2c1c(=O)[nH]c(=O)n2C	1	5	2	-10	2	1.4	-13	-7	-1
CCS(=O)(=O)N1CCN(c2ccnc3cc(Cl)ccc23)CC1	3	3	4	-12	14	-2.3	10	-1	2
CCOC(=O)C1=C(N)N2C(=O)C(C)SC2=C(C(=O)OC)C1c1cccc(OC)c1 (stereo not given)	-2	-3	1	-3	-2	-1.0	15	0	-4
CC(=O)OC1CCC2(C)C(CCC3C2CC(=NO)C2(C)C(C(C)OC(C)=O)CCC32)C1 (stereo not given)	-2	-7	-9	9	.	-2.9	34	6	-3
CC(=O)Nc1ccc(NC(=O)/C(Cl)=C/c2ccccc2)cc1	4	-5	-1	-3	-2	0.8	8	-8	-2
CCSc1nnc(NC(=O)c2ccc3c(c2)OCO3)s1	1	4	6	-6	0	0.5	-16	-3	3
COc1ccccc1NC(=O)c1cc(S(=O)(=O)N2CCc3ccccc32)ccc1F	0	-3	7	-11	0	1.4	-5	11	-3
O=C(NCCc1c[nH]c2ccccc12)C(=O)NCC1CCCO1 (stereo not given)	1	2	-1	3	1	-0.1	18	6	1
N#CCSc1nnc(Cc2cccc3ccccc23)n1C1CCCCC1	2	0	14	-18	1	-0.4	-6	-3	-6
CN(CCc1ccccn1)Cc1ccc(Cl)c(Cl)c1	0	14	1	-13	7	0.4	0	-20	-18
Cn1ncc([N+](=O)[O-])c1C(=O)N/N=C/c1ccc(F)cc1	1	3	31*	7	4	-0.7	-1	-8	1
CCn1cnnc1SCC(=O)c1c(N)n(C2CC2)c(=O)[nH]c1=O	-1	1	4	-2	0	1.3	5	3	1
Cc1ccc(S(=O)(=O)N/N=C/c2c(F)cccc2Cl)cc1	0	-5	9	2	7	-0.4	-14	6	-2
CN[C@H]1C[C@H]2c3cc(-c4ccccc4)ccc3CCN2C(=O)[C@H]1[C@H](C)O	2	3	0	-5	.	-1.4	-3	-6	1
